Source: PubChem BioAssay
STAT3 activator: IL-6 driven STAT3 reporter potentiators, primary screen, U3A cells, luciferase, luminescence, MLSCN library; activation (% of control), % at 5.6 µM; 0.91% of 190,000 active; IL-6 STAT3-luciferase reporter; 100% = signal with IL-6 EC80 alone;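 active = activation above the screen-wide mean of compound activation plus 3 SD, cut at about 130% in these data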;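 also: 0% = background luminescence of wells with medium and substrate only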
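Test system: human U3A cells carrying STAT3-luciferase construct; control set: IL-6-only wells as 100% reference; timing: compound pre-incubation 1 h before IL-6, then 6 h stimulation at 37 °C; also added: IL-6 stimulus at 33 ng/mL final; evaluation: % activation versus median of IL-6-stimulated wells; detection: reporter luminescence signal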
STAT1 blocker: STAT1 signaling inhibitors, primary screen, cell-based, HTS, luciferase reporter | NIH 3T3 STAT1-luciferase reporter, IFN-gamma, luminescence | inhibition, % at 5.5 µM | 0.35% of 200,000 active | AID 920, 2007;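 active = inhibition above a set limit, the mean inhibition across all tested compounds plus 3 SD, cut at about 34% in these data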;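 also: 0% = IFN-gamma with DMSO and 100% = IFN-gamma with 300 µM nifuroxazide; values of inactives mirror those of a sister screen read the other way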
STAT3 inh: IL-6 driven STAT3 reporter inhibitors, primary screen, U3A cells, luciferase, luminescence, MLSCN library. IL-6 STAT3-luciferase reporter; host cell line lacks STAT1. inhibition, % at 5.5 µM. 0.89% of 190,000 active. AID 862, 2007;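 active = inhibition above the mean inhibition across all screened compounds plus 3 SD, cut at about 44% in these data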;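 also: 0% = DMSO only wells and 100% = 100 µM nifuroxazide control wells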
TR-FRET SRC-2 ct: TR-FRET signal artefacts, primary screen, artefact control for PPARgamma SRC-2 agonist project, biochemical. TR-FRET artefact counter-screen; stronger effect = higher value. TR-FRET ratio at 8 µM. 0.4% of 200,000 active. AID 1049, 2008; in the data active = TR-FRET ratio above about 2000; also: inactives centre near 1500
PPARg SRC-2 ag: agonists of PPARg-SRC-2 recruitment, primary screen, biochemical, HTS. AID 1032, 2008. 0.34% of 200,000 active. activation, % at 8 µM. PPARgamma LBD-SRC-2 recruitment; in the data active = activation above about 22%;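 also: 0% = vehicle and 100% = reference agonist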
bIAP inhibitor: bovine intestinal alkaline phosphatase inhibitors, primary screen, selectivity assay for TNAP inhibitor project, biochemical, bovine IAP, CDP-star luminescence. alkaline phosphatase, intestinal [Bos taurus]. inhibition, % at 20 µM. 190,000 tested, under 10 active. purified bovine IAP, 30 min;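 active = over 50% inhibition of intestinal alkaline phosphatase at 20 µM in the single-dose screen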
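test system = bovine IAP enzyme | medium = DEA buffer 100 mM, pH 9.8, with MgCl2 1.0 mM, ZnCl2 0.02 mM | detection = luminescence | dosing = single compound dose of 20 µM, 2% DMSO final | incubation = 30 min reaction at room temperature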
TNAP act hi DEA: TNAP activators at high phosphate acceptor level, primary screen, biochemical, luminescence, uHTS; 200,000 tested, under 10 active; purified TNAP, CDP-star luminescence, 1 M DEA, 30 min; stronger effect = higher value; 0 = EDTA background, 1 = DMSO-only activity; AID 1136, 2008; activation factor at 20 µM; Alkaline phosphatase, tissue-nonspecific isozyme (Homo sapiens), P05186;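 active = activation factor at least 2 at 20 µM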
Target sequence (P05186 whole entry, looked up): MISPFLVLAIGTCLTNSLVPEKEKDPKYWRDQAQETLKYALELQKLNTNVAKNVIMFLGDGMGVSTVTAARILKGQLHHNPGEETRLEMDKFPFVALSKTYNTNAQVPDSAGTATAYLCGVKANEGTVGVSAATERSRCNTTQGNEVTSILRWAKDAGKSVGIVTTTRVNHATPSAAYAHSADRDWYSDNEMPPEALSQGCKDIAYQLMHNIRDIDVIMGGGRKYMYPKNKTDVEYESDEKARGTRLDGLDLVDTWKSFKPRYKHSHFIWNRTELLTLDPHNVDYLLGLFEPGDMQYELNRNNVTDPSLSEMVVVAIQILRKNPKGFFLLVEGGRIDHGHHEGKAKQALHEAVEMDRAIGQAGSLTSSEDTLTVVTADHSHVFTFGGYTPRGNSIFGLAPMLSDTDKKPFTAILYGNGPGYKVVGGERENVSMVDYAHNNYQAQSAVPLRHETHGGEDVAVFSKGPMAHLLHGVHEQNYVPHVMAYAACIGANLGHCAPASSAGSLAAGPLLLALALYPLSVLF
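Control set: EDTA negative control, DMSO positive control / Assay system: human TNAP / Quantity: TNAP 1/800 final / Evaluation: TNAP activation factor scaled between EDTA and DMSO control wells / Measured by: luminescent substrate turnover signal / Compound dosing: one dose, 20 µM / Times: 30 min enzyme reaction at room temperature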
bIAP act: bovine intestinal alkaline phosphatase activators, primary screen, biochemical, bovine IAP, CDP-star luminescence. alkaline phosphatase, intestinal [Bos taurus]. purified bovine IAP, 30 min; stronger effect = higher value; fold of DMSO-control signal, blank-subtracted. activation factor at 20 µM. 0.17% of 200,000 active. AID 1016, 2008;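 active = activation factor of 2 or more at 20 µM, a signal rise over negative controls twice the positive control's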
PPARg SRC-3 ag: PPARgamma agonists recruiting SRC-3 coactivator, primary screen, biochemical. biochemical PPARgamma/SRC-3 coactivator recruitment assay. activation, % at 8 µM. 0.26% of 200,000 active. Peroxisome proliferator-activated receptor gamma (Homo sapiens), P37231; in the data active = activation above about 23%;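 also: 0% = DMSO and 100% = reference agonist; some compounds past the cut are filed as inactive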
ROMK primary: ROMK potassium channel modulators, primary screen, cell-based, thallium flux, MLSMR library; ATP-sensitive inward rectifier potassium channel 1 (Homo sapiens), P48048; B-score at 10 µM; 2% of 130,000 active; Tet-inducible ROMK, thallium flux fluorescence; actives lie on both sides;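 active = signal ratio slope over the read window, or its plate-corrected B-score, at least 3 SD from the plate mean, either direction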;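 also: B-score of the F/F0 ratio slope over 7 to 12 s after thallium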
Target sequence (P48048 whole entry, looked up): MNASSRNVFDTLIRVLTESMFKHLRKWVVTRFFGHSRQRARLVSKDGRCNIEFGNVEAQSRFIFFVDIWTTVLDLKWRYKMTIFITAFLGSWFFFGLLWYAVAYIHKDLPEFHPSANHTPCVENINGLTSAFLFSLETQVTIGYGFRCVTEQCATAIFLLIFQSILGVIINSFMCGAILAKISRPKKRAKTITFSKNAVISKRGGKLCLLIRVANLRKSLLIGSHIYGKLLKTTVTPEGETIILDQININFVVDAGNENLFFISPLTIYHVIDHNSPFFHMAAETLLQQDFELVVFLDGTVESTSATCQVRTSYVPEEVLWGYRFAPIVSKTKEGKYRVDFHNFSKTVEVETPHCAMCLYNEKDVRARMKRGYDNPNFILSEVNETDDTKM
PPARg SRC-1 ag: PPARgamma agonists recruiting SRC-1 coactivator, primary screen, biochemical | AID 631, 2007 | activation, % at 8 µM | PPARgamma-SRC-1 coactivator recruitment biochemical assay | 0.41% of 200,000 active; in the data active = activation above about 19%;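 also: 0% = DMSO and 100% = reference agonist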
Numbers without * were called inactive; / = no result given.

Molecule	STAT3 activator	STAT1 blocker	STAT3 inh	TR-FRET SRC-2 ct	PPARg SRC-2 ag	bIAP inhibitor	TNAP act hi DEA	bIAP act	PPARg SRC-3 ag	ROMK primary	PPARg SRC-1 ag
O=C1/C(=C/c2cccnc2)SC(=NCc2ccccc2)N1Cc1ccccc1	96.2	14.3	6.8	1667	1.8	-5.1	1	1.1	7.2	1.1	11.7
Cc1ccc(NC(=O)COC(=O)C2(c3ccc(Cl)cc3)CCCC2)cc1	101.5	1.6	1.9	1527	8.3	-2.4	1	1	1.2	0.619	6.7
CCOC(=O)c1cnn(CCOC(=O)Cc2cccs2)c1NC(=O)Cc1cccs1	105.0	-1.1	-2.8	1520	2.4	9.6	1	0.9	-2.7	1.4	1.4
CC(C)CC1NC2(C(=O)N(C)c3ccccc32)C2C(=O)N(C(C)C)C(=O)C12 (stereo unspecified)	100.0	7.2	0.1	1621	5.4	-3.3	1	1	0.4	/	6.5
CC(=O)NCCOc1nc(N(C)C)nc(N2CCOCC2)n1	104.2	-8.2	-0.7	1566	1.0	0.8	1	1	1.6	0.588	1.1
C/C(=N\NC(=O)CC(C)C)c1ccc(Cl)c(Cl)c1	90.0	-9.9	17.0	1469	7.1	4.5	1	1	-11.8	/	-6.8
Cc1cc(=O)[nH]c(-c2ccccc2)n1	99.5	-2.5	6.5	1649	-2.3	2.6	1	1	6.3	0.473	1.5
CS(=O)(=O)Cc1cc(N2CCCC2)nc(-c2ccccc2)n1	106.5	1.9	-0.5	1534	-7.0	-6.1	1	1.1	-2.5	0.09	-6.6
COc1ccc(C(=O)/C=C/Nc2cc(C)on2)c(OC)c1	97.4	-26.3	6.0	1572	-1.9	6.8	1	0.9	-2.3	/	1.1
CCCSCCCNC(=O)CC1Oc2ccccc2NC1=O (stereo unspecified)	107.3	-2.5	-4.1	1469	-6.0	6.7	1.1	0.9	-3.8	/	-4.2
COc1ccccc1/C=N\N=C(\N)c1ccccn1	94.3	-69.8	10.9	1468	-2.4	6.0	1.1	0.9	1.2	-0.483	3.5
CN1CCN(S(=O)(=O)c2ccc(NC(=O)c3cccs3)cc2)CC1	100.0	2.7	-0.3	1481	4.4	7.0	1	0.9	2.9	/	-1.8
Cc1ccc(C)n1-c1ccc(N2CCOCC2)c(Br)c1	97.7	-2.0	3.0	1598	8.2	14.8	1.1	0.9	2.1	-1.01	9.7
Cc1cc(C)c(S(=O)(=O)N2CCCCC2C(=O)O)c(C)c1 (stereo unspecified)	104.4	-5.9	2.8	1489	-2.3	10.0	1.1	0.9	0.4	-0.087	-3.2
CCOC(=O)C1=C(c2ccccc2)NC(=O)N(C(C)=O)C1c1cccc([N+](=O)[O-])c1 (stereo unspecified)	106.5	15.5	-5.2	1506	5.7	-2.3	1	1	1.0	0.0289	8.5
O=c1c2cc(N3CCOCC3)ccc2[nH]c(=S)n1Cc1cccc(Cl)c1	88.3	7.5	18.0	1463	6.4	3.7	1	1	16.9	/	10.7

A section from the list above:
Molecule	STAT3 activator	STAT1 blocker	STAT3 inh	TR-FRET SRC-2 ct	PPARg SRC-2 ag	bIAP inhibitor	TNAP act hi DEA	bIAP act	PPARg SRC-3 ag	ROMK primary	PPARg SRC-1 ag
COc1ccc(C(=O)/C=C/Nc2cc(C)on2)c(OC)c1	97.4	-26.3	6.0	1572	-1.9	6.8	1	0.9	-2.3	/	1.1
CCCSCCCNC(=O)CC1Oc2ccccc2NC1=O (stereo unspecified)	107.3	-2.5	-4.1	1469	-6.0	6.7	1.1	0.9	-3.8	/	-4.2
COc1ccccc1/C=N\N=C(\N)c1ccccn1	94.3	-69.8	10.9	1468	-2.4	6.0	1.1	0.9	1.2	-0.483	3.5
CN1CCN(S(=O)(=O)c2ccc(NC(=O)c3cccs3)cc2)CC1	100.0	2.7	-0.3	1481	4.4	7.0	1	0.9	2.9	/	-1.8

Other entries follow.
Molecule	STAT3 activator	STAT1 blocker	STAT3 inh	TR-FRET SRC-2 ct	PPARg SRC-2 ag	bIAP inhibitor	TNAP act hi DEA	bIAP act	PPARg SRC-3 ag	ROMK primary	PPARg SRC-1 ag
COC(=O)c1ccc(NC(=O)CSc2nnc(-c3ccncc3)n2C)cc1	96.0	-5.4	12.3	1519	2.7	14.1	1	0.9	2.8	/	10.6
COc1ccc(NC(=O)CN(Cc2ccccc2)Cc2ccccc2)cc1S(N)(=O)=O	94.4	6.2	6.0	1601	10.0	8.2	1	0.9	-2.7	/	9.1
COCCn1c(SCc2c(F)cccc2Cl)nc2c1c(=O)[nH]c(=O)n2C	101.3	0.5	-0.2	1665	9.5	9.8	1	0.9	-2.6	0.467	9.5
CCOC(=O)/C(C#N)=C/NC(=O)NC(C)(C)C	97.5	5.5	9.6	1674	9.8	11.1	1	0.9	-5.0	-2.14	-2.0
COc1ccc(-c2cc(C(=O)OCC(=O)NC(C)C)c3ccccc3n2)cc1	88.7	6.9	16.9	1619	12.1	-9.7	1	1.1	5.6	0.022	1.8
CCNS(=O)(=O)c1ccc(NC(=O)Cn2nc(C(F)(F)F)cc2C)cc1	94.2	3.6	9.4	1619	5.9	7.1	1	0.9	7.2	-0.0599	9.2
COc1ccc(N2C(=O)CSC23C(=O)Nc2ccccc23)cc1 (stereo unspecified)	127.7	1.1	-29.7	1246	7.9	1.8	1	1	-8.8	/	6.1
COc1ccc(/C=N/Nc2snc(SC)c2C#N)cc1OC	103.9	-30.0	-0.4	1516	3.1	17.8	1	0.8	1.3	/	7.3
O=C(Cn1nnc2c(cnn2-c2ccccc2)c1=O)N1CCN(c2ccccc2F)CC1	100.5	1.8	4.7	1717	6.7	0.3	1.1	1	8.4	/	2.8
CCCCNC(=O)CC1N=C2c3ccccc3N=C(SCC(=O)Nc3ccc(OC)cc3)N2C1=O (stereo unspecified)	99.7	-5.3	1.1	1454	10.3	-8.1	1	1.1	11.7	/	6.8
Cc1ccccc1CSc1n[nH]c(NS(=O)(=O)c2ccccc2)n1	85.9	-0.4	20.1	1668	6.3	7.9	1.1	0.9	4.0	/	6.1
CC1CCCCN1CC(=O)c1c(N)n(Cc2ccccc2)c(=O)n(C)c1=O (stereo unspecified)	99.3	8.6	5.8	1598	13.2	-6.8	1	1.1	4.3	0.216	7.0
O=C(NCc1ccccc1)c1ccc2c(=O)[nH]c3c(C(=O)NCC4CCCO4)sc(=S)n3c2c1 (stereo unspecified)	96.5	1.4	6.4	1746	-3.3	-1.9	1	1	2.7	-0.0773	5.5
CN1CCN(C(=O)C2=C[C@H](c3csc4ccccc34)C[C@H](OCc3ccc(CO)cc3)O2)CC1	/	1.2	/	1590	0.9	-1.9	1.1	1	0.7	/	1.4
CCC(C)NC(=O)c1ccc(COc2ccccc2Cl)cc1 (stereo unspecified)	77.2	-8.7	27.3	1719	6.0	12.2	1	0.9	9.3	-0.28	9.7
O=C(CCC(=O)N(CC(=O)NC1CCCC1)Cc1ccc2c(c1)OCO2)Nc1nccs1	106.1	-5.7	-5.5	1647	5.2	-1.4	1	1	4.2	-0.0773	6.4
CN(c1ccccc1)S(=O)(=O)c1cccc(C(=O)OCC(=O)NCCCN2CCCC2=O)c1	97.2	-0.2	5.8	1616	8.1	-14.6	0.9	1.1	5.2	-0.265	4.4
c1ccc2sc(SCc3ccc(-c4nnco4)cc3)nc2c1	81.8	-21.2	26.8	1477	0.2	-6.4	1	1.1	-4.7	/	-6.3
CCc1cc2c(=O)[nH]c(Cc3ccc(OC)cc3)nc2s1	90.8	-11.4	12.9	1750	-6.2	8.4	1	0.9	6.2	/	7.6
COc1ccccc1OCC(=O)N/N=C/C=C/c1ccc([N+](=O)[O-])o1	108.0	0.1	-6.7	1510	-3.4	13.0	0.9	0.9	3.4	0.00901	8.3
COC(=O)/C=C1/S/C(=N/NC(=O)c2ccccc2)NC1=O	102.4	-2.5	1.3	1644	6.3	-21.6	1	1.2	6.1	/	17.4
O=C1CC(c2ccc3c(c2)OCO3)CN1 (stereo unspecified)	102.8	-5.4	4.0	1384	-8.6	2.5	1	1	11.4	0.348	10.9
COc1ccc(-c2ccc(SCC(=O)N3CCCC3)nn2)cc1OC	113.7	6.0	-12.5	1638	5.5	-5.0	1.1	1.1	8.2	0.279	9.1
COC(=O)c1ccc2c(=O)n(CCN3CCOCC3)c(=S)[nH]c2c1	98.1	6.8	8.0	1407	-1.0	7.9	1	0.9	2.4	/	-3.9
CCCN1Cc2cccc(C(=O)NCCCOC(C)C)c2C1=O	90.3	-12.8	17.7	1617	2.8	4.9	1	1	-0.6	/	6.7
Cc1ccc(N2C(=O)[C@@H]3C(c4ccc(F)cc4)=NO[C@@H]3C2=O)cc1	98.0	-3.9	7.7	1610	0.7	-0.1	1	1	7.4	/	-5.8
COC(=O)c1ccccc1NC(=O)CCS(=O)(=O)c1ccc(Br)s1	98.5	-4.1	8.6	1445	2.6	12.4	1	0.9	-1.9	0.371	-2.5
CC1=CC(C)(C)NC(=O)N1c1ccc(C)cc1	99.2	11.0	8.4	1629	14.4	1.3	1	1	-1.4	0.12	6.7
COc1ccc(N2CCN(C(=O)CSc3ccccc3N)CC2)cc1	120.7	-12.8	-22.0	1526	3.6	-0.9	1	1	2.1	-0.26	-1.0
O=C(Nc1ccc(C(=O)O)cc1)/C(=C/c1cccc(Br)c1)NC(=O)c1ccco1	97.7	-3.4	7.6	1622	3.9	1.8	1	1	0.6	-0.121	1.9
Cn1c(SCC(=O)N(Cc2ccccc2)C(C)(C)C)nc2ccccc21	116.3	-2.8	-21.6	1621	4.5	10.7	1	0.9	-0.5	0.084	3.0
COc1cc(CNn2cnnc2)ccc1OCC(=O)NC1CCCCC1	108.0	4.2	-5.8	1465	-3.1	4.1	1.1	1	2.0	/	-2.7
CCn1c2c(c(C)cc1=O)C(=O)CC(C)(C)C2	89.0	7.2	15.7	1359	-7.3	3.4	1	1	-2.4	/	-1.6
Cn1nc(C(F)(F)F)c(/C=N/OC(=O)c2ccccc2)c1SCc1ccccc1Cl	94.2	2.3	13.0	1268	2.1	8.8	1	0.9	-6.3	/	-1.3
